# pCIP destab – lowers stability of the mouse p/CIP coactivator protein; Q05BA5; F442A p/CIP-EGFP cells, EGFP fluorescence, 16 h; decrease of EGFP signal, % at 10 µM; actives 0.01% (n = 290,000); AID 1984;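 active = EGFP signal decrease of at least 30% at 10 µM or well 3 SD below plate mean, unless failing retest; inactive = the rest, including hits failing retest or dose response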; also: some compounds called inactive have numbers as strong as hits; many of its hits are not listed in these tables
# DNA FID counter – displaces DNA intercalator in HCV helicase counter-screen. actives 0.17% (n = 290,000). inhibition, % at 7.9 µM. DNA fluorescent intercalator displacement, fluorescence; in the data active = inhibition above about 37%;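 also: 0% = vehicle and 100% = reference compound; higher means more ethidium bromide displaced from hairpin DNA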
# HCV NS3 hel inh – HCV NS3 helicase inhibition. NS3 helicase DNA unwinding, Cy5 molecular beacon fluorescence. inhibition, % at 10.9 µM. actives 0.56% (n = 290,000);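 active = inhibition above the mean of all tested compounds plus 3 SD, set per campaign, cut at about 35% in these data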;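 also: 0% = DMSO wells and 100% = thioflavine S control wells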
#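 test system = hepatitis C virus NS3 helicase domain fragment enzyme | reagent = annealed dual-labelled DNA beacon duplex, ATP-started | times = 1 h at 25 °C | detection = Cy5 fluorescence, 0 and 60 min reads | read-out basis = percent inhibition from t60/t0 fluorescence ratio | control set = DMSO and thioflavine S | replication = one well per compound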
# IDE cell activ – boosts human insulin-degrading enzyme activity in HEK cells | P14735 | FAbeta-B cleavage, fluorescence polarization; 0% vehicle, 100% cell-free pure enzyme wells | activation, % at 5.96 µM | actives 0.073% (n = 340,000) | AID 493087;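 active = activation above the mean of all tested compounds plus 3 SD, set per screening campaign, cut at about 17% in these data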
# MEKK3 PB1 HTS – raises or lowers MEK5 binding to the human MEKK3 PB1 domain | Q99759 | bead-based flow cytometry, Alexa488-MEK5 binding to MEKK3; actives lie on both sides; 0 = blocked by unlabeled MEK5, 100 = vehicle | binding response (% of control), % at 10 µM | actives 1.4% (n = 290,000);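 active = binding response more than 3 SD above or below the average of its plate-row segment, actives on both sides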;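 also: Alexa488 bead fluorescence after subtracting the streptavidin-only scavenger bead signal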
# Target sequence (Q99759 whole entry, looked up, the tested form may be a part): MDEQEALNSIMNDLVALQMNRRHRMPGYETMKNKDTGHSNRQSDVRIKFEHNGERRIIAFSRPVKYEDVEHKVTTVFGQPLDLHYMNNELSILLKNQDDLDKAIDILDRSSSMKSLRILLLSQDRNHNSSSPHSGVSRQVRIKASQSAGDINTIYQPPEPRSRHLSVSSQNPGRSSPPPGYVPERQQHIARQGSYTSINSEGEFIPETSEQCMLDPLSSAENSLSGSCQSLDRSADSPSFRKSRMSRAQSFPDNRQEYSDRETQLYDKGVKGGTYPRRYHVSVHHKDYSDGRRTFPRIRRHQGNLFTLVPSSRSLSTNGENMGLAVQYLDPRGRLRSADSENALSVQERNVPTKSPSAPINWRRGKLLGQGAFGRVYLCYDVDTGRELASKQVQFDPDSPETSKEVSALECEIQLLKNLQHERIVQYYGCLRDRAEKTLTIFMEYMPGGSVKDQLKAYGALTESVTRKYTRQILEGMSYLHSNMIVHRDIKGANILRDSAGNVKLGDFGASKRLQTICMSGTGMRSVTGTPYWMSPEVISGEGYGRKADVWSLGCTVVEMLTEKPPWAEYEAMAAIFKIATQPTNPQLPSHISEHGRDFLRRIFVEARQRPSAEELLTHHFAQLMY
# UBC9 SUMO inh – blocks human SUMOylation mediated by UBC9; actives 0.36% (n = 290,000); HTRF SUMOylation assay, SAE1/SAE2 + UBC9, in vitro; inhibition, % at 35 µM; in the data active = inhibition above about 50%, passing the limit was not always enough; also: strong numbers were not always called active
# Target sequence (P63279 whole entry, looked up): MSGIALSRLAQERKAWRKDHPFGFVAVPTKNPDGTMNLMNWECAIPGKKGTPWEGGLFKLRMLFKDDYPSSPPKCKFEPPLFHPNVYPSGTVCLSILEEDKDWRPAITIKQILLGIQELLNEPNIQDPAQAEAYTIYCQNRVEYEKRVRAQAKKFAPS
# IMP-1 inhibitor – inhibitors of Pseudomonas aeruginosa IMP-1 metallo-beta-lactamase; purified IMP-1, nitrocefin hydrolysis, epi-absorbance fluorescence; inhibition, % at 5.6 µM; actives 0.45% (n = 290,000); AID 1556;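 active = inhibition above the mean plus 3 SD of all compounds in the same screening run, cut at about 4.5% in these data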;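 also: 0% = IMP-1 with DMSO and 100% = DMSO wells lacking enzyme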
#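 System: Purified recombinant IMP-1 metallo-beta-lactamase enzyme | Measured by: Fluorescence quenching readout, ex 480/em 530 nm | Replication: Singlicate | Incubation: 15 min preincubation plus 25 min reaction at 25 °C | Evaluation: Percent inhibition from optical density relative to buffer-blank wells | Benchmarks: DMSO with and without IMP-1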
# VIM-2 inh – blocks Pseudomonas aeruginosa VIM-2 metallo-beta-lactamase; purified VIM-2, nitrocefin hydrolysis, epi-absorbance fluorescence; inhibition, % at 5.6 µM; actives 0.89% (n = 290,000); AID 1527;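 active = inhibition above the mean of all tested compounds plus 3 SD, cutoff set per screening run, cut at about 7.5% in these data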;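 also: red hydrolysis product quenches plate fluorescence so inhibitors raise well fluorescence; 0% = enzyme with DMSO and 100% = DMSO without enzyme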
# PHOSPHO1 block – blocks human PHOSPHO1 phosphatase activity. Q8TCT1. recombinant PHOSPHO1, absorbance phosphatase assay. inhibition, % at 13.3 µM. actives 1.1% (n = 290,000). AID 1565; in the data active = inhibition above about 60%
# Target sequence (Q8TCT1 whole entry, looked up): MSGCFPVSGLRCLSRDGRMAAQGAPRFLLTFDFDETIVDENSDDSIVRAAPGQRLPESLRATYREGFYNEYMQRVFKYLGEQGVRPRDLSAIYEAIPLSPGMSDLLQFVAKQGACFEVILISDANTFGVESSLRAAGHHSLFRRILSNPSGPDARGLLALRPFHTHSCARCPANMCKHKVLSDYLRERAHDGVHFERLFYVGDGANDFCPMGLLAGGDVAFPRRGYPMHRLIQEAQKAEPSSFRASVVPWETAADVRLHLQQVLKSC
# * marks the source's active call; other numbers are inactive results; . = not tested or not shown; [ ] = dose if it differs, or a comment. An excerpt; rates above refer to the full screens.
SMILES,pCIP destab,DNA FID counter,HCV NS3 hel inh,IDE cell activ,MEKK3 PB1 HTS,UBC9 SUMO inh,IMP-1 inhibitor,VIM-2 inh,PHOSPHO1 block
COc1cc([C@H]2c3[nH]c4ccccc4c3C[C@H]3C(=O)N4[C@@H](c5cc(OC)c(OC)c(OC)c5)c5[nH]c6ccccc6c5C[C@H]4C(=O)N23)cc(OC)c1OC,-2,-18,-20,1,102,16,-1.9,-1.9,1
O=C(CSc1n[nH]c(=O)n1-c1ccccc1)Nc1ccccc1C(F)(F)F,-12,-4,-4,-3,102,2,-2.2,-3.9,.
COc1cccc(CC2(CO)CCN(CC3=CC[C@H]4C[C@@H]3C4(C)C)CC2)c1,6,13,-31,8,108,-6,-1.5,-1.6,24
O=C(NCCc1ccc(O)c(O)c1)C1COc2ccccc2O1 (stereo not given),-9,-7,-1,1,102,-7,-1.7,1.1,35
CCc1nc(SCc2ccc(F)cc2)[nH]c(=O)c1C#N,-14,-17,21,1,104,33,-3.6,-1.0,-7
O=C(COC(=O)c1ccc2c(c1)OCO2)NCc1ccc(Cl)cc1,8,-2,9,6,101,2,-4.7,-2.4,-9
Cc1cc(NC(=O)CCC(=O)N(Cc2ccco2)C2(C(=O)NC3CCCCC3)CCN(C)CC2)no1,4,7,2,3,67,-9,0.2,-2.0,-5
COC(=O)[C@H](Cc1ccccc1)NC(=O)[C@@]1(C)C[C@@H]1[C@@H](NC(=O)OCc1ccccc1)c1ccccc1,1,-42,-16,0,105,-12,-2.4,-2.6,4
COc1cc(OC)c(OC)cc1CNCCSc1nnnn1C,-6,2,3,6,100,3,-1.0,0.8,32
CCS(=O)(=O)c1ccc2oc(Nc3ccccc3C)nc2c1,-7,-5,1,-3,99,20,0.7,-3.3,-8
CCOc1ccccc1NC(=O)CSc1nnc2c(CC)c(C)nc(N)n12,-12,0,-2,1,102,9,-0.8,0.8,-28
Clc1nc(-c2ccccc2)c2ccccc2n1,-6,-2,-3,3,104,1,-0.9,-0.4,9
CCCc1ccc2oc(C(=O)N(C)Cc3cnccn3)c(C)c2c1,-18,-37,10,3,98,-4,-2.0,-2.5,10
Cc1cc(C)c(C2=CSC3=NS(=O)(=O)CCN23)c(C)c1,-18,-5,21,5,104,-1,-3.9,-3.2,48
Cc1ccc(S(=O)(=O)NN2C(=O)c3ccccc3NC2c2ccccn2)cc1 (stereo not given),2,-6,-2,7,121,5,-1.8,0.1,2
CSc1ccc(CN2CCCC(CNC(=O)c3ccc(F)cc3)C2)cc1 (stereo not given),-6,13,43*,2,99,13,-3.4,-2.5,44
CSc1cccc(NC(=O)CN(c2cc(C)ccc2C)S(C)(=O)=O)c1,-13,-21,3,-2,101,12,-5.0,-0.3,-14
Cc1cccc(-n2c(Cc3cc(=O)[nH]c(=O)[nH]3)nnc2SCC(=O)NCC2CCCO2)c1 (stereo not given),-9,-7,10,0,94,3,-4.2,-0.4,-4
COc1ccc(OC)c(NC(=O)c2cccnc2Sc2cc(C)ccc2C)c1,4,-30,-9,8,101,-16,-2.2,-3.3,-1
COc1ccccc1NS(=O)(=O)c1ccc(C(=O)NCC(c2ccccc2OC)N(C)C)cc1 (stereo not given),-12,21,-6,1,99,0,-2.3,-3.4,10
CCN(CC)CCC(c1ccc(N(C)C)cc1)c1c(OC)cc(OC)c2c(-c3ccccc3)cc(=O)oc12 (stereo not given),-13,.,.,1,111,-5,.,.,13
CC(=O)c1cccc(NC(=O)Nc2nc(C)cc(C)n2)c1,-4,-13,0,2,102,7,-1.3,2.3,-1
CC1CCN(C(=O)COC(=O)Cc2c[nH]c3ccccc23)CC1,-10,-14,12,1,97,1,-3.0,-2.6,36
COc1ccc(NC(=O)CN2CCC(NC(=O)C3CCCCC3)CC2)cc1,-11,-1,3,5,105,13,1.2,-2.8,1
Cc1cccc(N(Cc2ccccc2)C(=O)c2ccccc2F)c1,-10,-33,-10,1,102,5,-1.4,-1.0,31

# Some of the entries so far, bar-delimited.
mol | pCIP destab | DNA FID counter | HCV NS3 hel inh | IDE cell activ | MEKK3 PB1 HTS | UBC9 SUMO inh | IMP-1 inhibitor | VIM-2 inh | PHOSPHO1 block
COc1cc([C@H]2c3[nH]c4ccccc4c3C[C@H]3C(=O)N4[C@@H](c5cc(OC)c(OC)c(OC)c5)c5[nH]c6ccccc6c5C[C@H]4C(=O)N23)cc(OC)c1OC | -2 | -18 | -20 | 1 | 102 | 16 | -1.9 | -1.9 | 1
O=C(CSc1n[nH]c(=O)n1-c1ccccc1)Nc1ccccc1C(F)(F)F | -12 | -4 | -4 | -3 | 102 | 2 | -2.2 | -3.9 | .

# Additional entries
SMILES,pCIP destab,DNA FID counter,HCV NS3 hel inh,IDE cell activ,MEKK3 PB1 HTS,UBC9 SUMO inh,IMP-1 inhibitor,VIM-2 inh,PHOSPHO1 block
C=CCNC(=O)c1ccccc1NC(=O)c1ccccc1N(C)S(C)(=O)=O,-5,-4,-1,5,93,-21,-0.1,-1.6,8
O=C(Nc1cccc(Cl)c1)OCCN1CCN(Cc2ccccc2)CCC1=O,0,-13,-12,-2,107,1,-3.3,-2.4,-11
Cc1nn(C)c(C(=O)N/N=C/c2cc3c(cc2Br)OCO3)c1Br,-2,-3,4,3,99,-17,-2.7,-1.4,-6
COC(=O)c1sccc1NC(=O)CC1C(=O)NCCN1C(=O)c1ccc(F)cc1 (stereo not given),-10,-9,5,5,102,14,-2.9,-0.8,7
CC(Oc1ccccc1Cl)C(=O)N(Cc1ccco1)C1CCS(=O)(=O)C1 (stereo not given),13,-10,-3,7,95,-12,-1.8,-4.8,4
COCCCNC(=S)NNC(=S)Nc1cccc(Cl)c1,11,-1,3,.,91,-7,0.7,-2.2,-23
COc1ccc(Oc2nc3c(c(=O)n(C)c(=O)n3C)n2Cc2cccc(OC)c2)cc1,-14,0,1,-1,99,25,-0.8,-1.6,-37
COc1ccc2c(C)cc(Sc3nnnn3-c3ccccc3)nc2c1,-2,-6,-1,-3,121,0,-3.8,-0.6,1
O=C(NCCNC(=O)c1cc(F)cc(F)c1)c1cc(F)cc(F)c1,3,-3,-6,5,106,14,-2.0,-4.1,-2
Cc1ccc(NC(=O)CSc2nnc(-c3cccnc3)s2)cc1,1,-2,10,3,8.0*[inhibitor],0,0.2,1.7,-6
CC(=O)c1c(C)[nH]c(C(=O)CSc2nnc(-c3ccco3)o2)c1C,-10,-12,19,-2,152*,39,-1.9,-2.7,24
CC(=O)N(CCC(c1ccco1)C(C)C)Cc1ccc(OC(C)C)cc1 (stereo not given),-7,-29,1,12,102,3,-1.4,-0.5,28
CC1(C)CNc2cc([N+](=O)[O-])ccc2S1,-1,8,-1,3,100,12,0.3,-1.5,17
CSc1nc(-c2ccccc2)nc(N)c1C(C)=O,3,1,-1,.,.,8,-1.0,0.4,26
CCC1=C2CC[C@H]3C(=O)N(C)C(=O)[C@H]3[C@H]2[C@@]2(Cc3ccccc3)C(=NCC(=O)OC)OC(=O)N2C1=O,-2,.,.,2,98,4,.,.,22
COc1ccc(C(=O)N/C(=C/c2cccs2)C(=O)NCCCn2ccnc2)cc1OC,-3,5,3,5,110,25,-2.6,-2.1,40
N#CC(C#N)=C1C=CC=CN1/C(=C\c1ccco1)C(=O)c1ccc(-c2ccccc2)cc1,-14,-5,17,-9,102,7,-0.8,-0.1,6
NC(=O)NC(=O)CSc1nc2cc([N+](=O)[O-])ccc2n1-c1cccc(C(F)(F)F)c1,3,-5,14,1,115,33,-2.7,4.7,35
COc1ccc(/C=C\C(=O)Oc2cccc(/C=N/NC(=O)Cc3ccc(OC)c(OC)c3)c2)cc1,6,-7,-4,1,101,-10,-1.5,-2.5,-1
COc1ccc(NC(=O)c2cccc([N+](=O)[O-])c2)cc1,-2,-5,-1,4,100,-11,-2.0,-6.0,18
Cn1cc([N+](=O)[O-])c(C(=O)NCc2cc3ccccc3[nH]2)n1,-11,4,6,3,104,8,-3.2,-5.8,24
Cc1ccc(NS(=O)(=O)c2ccc(C(=O)N3CCCN(C)CC3)cc2)cc1,.,6,0,1,109,.,-0.4,-1.5,.
Cc1ccc(S(=O)(=O)NC(=O)c2cccc(C)c2)cc1,-40,1,11,-2,102,-2,-0.4,2.5,37
CCCCC(=O)N1C/C=C\C(c2ccc(OC)cc2)N(Cc2ccc(F)cc2)C(=O)[C@H]1Cc1ccccc1 (stereo not given in full),-11,.,.,3,112,-3,.,.,35
CCn1c(SCC(=O)NC2CC2)nnc1-c1ccc(OC)cc1,5,-14,-9,0,105,8,-2.6,-3.6,17

# (listing goes on)
SMILES,pCIP destab,DNA FID counter,HCV NS3 hel inh,IDE cell activ,MEKK3 PB1 HTS,UBC9 SUMO inh,IMP-1 inhibitor,VIM-2 inh,PHOSPHO1 block
CC1CCCCN1C(=O)CN(C)S(=O)(=O)c1cccc2nsnc12 (stereo not given),-11,-5,1,6,104,.,-0.5,-0.1,18
Nc1[nH]n(-c2ccccc2)c(=O)c1N=Nc1ccccc1,-4,6,-11,7,104,-2,-3.2,-3.9,16
CC(C)OCCCN1CC(=O)N2C(c3cccc([N+](=O)[O-])c3)c3[nH]c4ccccc4c3C[C@H]2C1=O (stereo not given in full),-1,-31,-23,3,101,-4,-3.9,0.5,36
c1ccc(-n2ncc3c2ncn2nc(-c4ccco4)nc32)cc1,3,-4,3,5,105,26,-0.5,-2.0,-36
O=C(NCCSCc1c(F)cccc1Cl)Nc1ccccc1,-4,-14,5,3,102,-3,-2.9,-3.1,.
COc1ccc(/C=C/C(=O)c2cc3cccc(OC)c3oc2=O)cc1,-18,4,19,0,90,37,-1.0,-1.4,12
Cc1ccc(C(C(=O)NC2CCCCC2)N2CCCC2)cc1 (stereo not given),-8,3,-3,3,97,14,-1.3,-2.5,-17
CCN(CC)S(=O)(=O)c1cc(C(=O)OCC(=O)Nc2ccc(-c3nc4ccc(C)cc4s3)cc2)ccc1F,4,-3,-3,5,105,37,-3.1,-3.3,14
O=C(Nc1ccncc1)c1cc(F)cc(F)c1,-15,1,0,-1,96,29,-0.3,-2.9,15
CCC(=O)Nc1sc2c(c1C#N)CCCCC2,-7,-3,-4,0,98,-2,-1.7,-3.5,-50
Cc1ccc(-c2cc(Cc3ccc(F)cc3)c(=O)[nH]n2)cc1,-5,-23,-5,.,95,8,-1.9,-2.2,13
Cc1cccc(N2CCN(S(=O)(=O)c3c(C)nc4scc(C)n4c3=O)CC2C)c1 (stereo not given),-16,-30,-7,1,103,5,-3.2,-0.3,24
c1ccc(-c2cn3c(n2)CCC3)cc1,-4,-2,-6,-1,99,0,-4.8,-5.1,9
COc1cc(NC(=O)COc2ccc(Cl)cc2)ccc1-c1cc2ccccc2oc1=O,3,-14,-2,-3,101,4,-2.6,-1.2,-2
O=C(CN1CCN(Cc2ccc(Cl)cc2)CC1)N1CCc2ccccc21,-11,-3,-3,0,103,-5,-1.5,1.8,35
CC1(C)CC(=O)C(C=NC2CC(C)(C)NC(C)(C)C2)=C(O)C1,5,2,-6,-6,.,6,-4.0,-4.7,12
COc1ccc(-c2noc(CCC(=O)NCCCN3CCN(c4ccccc4F)CC3)n2)cc1,2,15,-14,6,103,4,-2.6,-2.6,2
O=C(Cc1cccc2ccccc12)Nc1ccccc1C(=O)O,-3,-15,13,-15,104,25,-1.9,-0.9,7

# High-throughput results deposited in PubChem BioAssay by several laboratories.
